EPAC2 agonist: qHTS for Agonist of cAMP-regulated guanine nucleotide exchange factor 4 (EPAC2): primary screen. EPAC2 activation, biochemical qHTS; response scale: 100% = 6.5 mM cAMP response. Potency, µM (series often up to 154 µM), inactives show top-dose activation, actives largely listed as activators. hit rate 0.079% among 360,000; note: nearly all actives have a fitted effect of over 50% in size
Target sequence (Q8WZA2 whole entry, looked up): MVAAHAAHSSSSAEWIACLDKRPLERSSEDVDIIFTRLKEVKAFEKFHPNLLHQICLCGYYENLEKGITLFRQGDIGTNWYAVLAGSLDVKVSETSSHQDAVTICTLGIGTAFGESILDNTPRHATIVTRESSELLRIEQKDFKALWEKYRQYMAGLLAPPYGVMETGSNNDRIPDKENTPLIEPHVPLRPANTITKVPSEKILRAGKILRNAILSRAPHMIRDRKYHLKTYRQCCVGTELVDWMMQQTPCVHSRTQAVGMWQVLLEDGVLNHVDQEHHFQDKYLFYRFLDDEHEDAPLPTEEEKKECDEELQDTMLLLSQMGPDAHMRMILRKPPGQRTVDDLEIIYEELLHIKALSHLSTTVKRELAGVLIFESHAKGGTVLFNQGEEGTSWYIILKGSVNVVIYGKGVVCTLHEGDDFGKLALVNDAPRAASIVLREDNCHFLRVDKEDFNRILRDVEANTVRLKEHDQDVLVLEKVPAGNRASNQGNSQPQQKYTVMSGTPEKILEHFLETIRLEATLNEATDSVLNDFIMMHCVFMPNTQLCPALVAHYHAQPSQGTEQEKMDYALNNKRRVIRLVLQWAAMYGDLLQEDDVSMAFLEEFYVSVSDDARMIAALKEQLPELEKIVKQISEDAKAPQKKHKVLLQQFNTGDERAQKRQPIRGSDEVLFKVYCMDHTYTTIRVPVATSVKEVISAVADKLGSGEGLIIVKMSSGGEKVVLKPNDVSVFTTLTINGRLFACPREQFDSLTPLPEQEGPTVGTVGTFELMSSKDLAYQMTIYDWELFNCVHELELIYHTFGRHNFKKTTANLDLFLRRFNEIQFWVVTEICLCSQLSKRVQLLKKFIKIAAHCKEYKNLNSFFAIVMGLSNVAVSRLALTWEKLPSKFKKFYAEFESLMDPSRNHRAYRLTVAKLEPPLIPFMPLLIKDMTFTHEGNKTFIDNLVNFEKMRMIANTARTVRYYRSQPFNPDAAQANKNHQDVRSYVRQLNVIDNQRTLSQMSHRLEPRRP
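EPAC2 (100 nM) mixed with Rap1B loaded with BODIPY-GDP (250 nM) plus 50 uM unlabeled GDP; compounds pinned in, 5 min RT, then read every 5 min for 30 min (ex 480, em 540 nm). Normalized to cAMP control.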
TDP-43 yeast inh: qHTS of TDP-43 Inhibitors. Potency, µM (highest dose often 46.1 µM), inactives show at the highest dose growth rescue (activation), actives largely listed as activators. hit rate 1.8% among 410,000. TDP-43 expressing yeast growth rescue, BacTiter-Glo, 24 h; note: % of control where 0% means no effect; nearly all actives have a fitted effect of over 50% in size
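Growth rescue of TDP-43-toxic yeast measured as ATP luminescence (BacTiter-Glo). Cells grown to mid-log in raffinose, induced in galactose at OD600=0.02, exposed to compound 24 hr at 30 deg C.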
FUS yeast rescue: qHTS for Suppressors of FUS Proteinopathy: Primary screen using FUS-linked yeast assay; AID 1347120, 2019; S. cerevisiae FUS-expressing, growth rescue, OD600, 24 h; Potency, µM (titrated, usually from 76.6 µM), for inactives: at the highest dose growth rescue (activation), actives largely listed as activators; hit rate 0.24% among 390,000;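 note: plate controls were DMSO vehicle for no effect and reference control for full effect; nearly all actives have a fitted effect of over 55% in size; some results filed as inactive show a strong effect at the top dose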
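Yeast FUS proteinopathy model; galactose-induced FUS (2%), starting OD 0.005. Cpds in dilution series, 24hr, 30C, 99% humidity. Abs 600 nm growth. Pos ctrl CP55940 (top 92uM final); neg ctrl DMSO.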
EPAC1 antagonist: qHTS for Antagonist of cAMP-regulated guanine nucleotide exchange factor 3 (EPAC1): primary screen; AID 720709, 2013; hit rate 0.14% among 360,000; EPAC1 GEF assay, Rap1b-BODIPY-GDP exchange fluorescence; Rap guanine nucleotide exchange factor 3 (Homo sapiens), O95398; Potency, µM (series often up to 115 µM), for the others: top-dose activity change, negative = inhibition, usual class: inhibitors;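 note: plate controls were vehicle for no effect and positive control for full effect; nearly all actives have a fitted effect of over 50% in size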
EPAC1 agonist: qHTS for Agonist of cAMP-regulated guanine nucleotide exchange factor 3 (EPAC1): primary screen | hit rate 0.073% among 360,000 | EPAC1 agonist qHTS, biochemical assay; response scale: 100% = response to 6.5 mM cAMP | Potency, µM (series often up to 154 µM), for the others: at the top dose activation, usual class: activators; note: nearly all actives have a fitted effect of over 60% in size
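Multi-concentration qHTS readout: loss of Rap1B-bound BODIPY-GDP fluorescence driven by 100 nM EPAC1 with excess GDP (50 uM), monitored kinetically at room temperature; agonist response expressed relative to 6.5 mM cAMP.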
aSyn yeast inh: qHTS of alpha-syn Inhibitors | hit rate 0.14% among 370,000 | Potency, µM (doses to about 46.1 µM), for inactives: at the highest dose growth rescue (activation), actives largely listed as activators | Yeast expressing alpha-synuclein, growth rescue, BacTiter-Glo, 24 h; note: % of control where 0% means no effect; nearly all actives have a fitted effect of over 65% in size
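Screening used galactose-induced yeast with toxic alpha-synuclein levels, exposed to compound for 24 hr at 30 deg C. Cell growth, read with BacTiter-Glo luminescence, gave the measured signal.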
PTHR1 ag: qHTS for PTHR1 Agonists: Primary Screen; Parathyroid hormone/parathyroid hormone-related peptide receptor (Homo sapiens), Q03431; HEK293 GP2 PTHR1 cells, GloSensor cAMP luminescence, 1 h; Potency, µM (highest dose often 115 µM), for the others: at the highest dose activation, actives largely listed as activators; hit rate 0.075% among 410,000; AID 743266, 2014; note: nearly all actives have a fitted effect of over 55% in size; some results filed as inactive show a strong effect at the top dose; inactives centre near -15; many of its hits are not listed in these tables
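HEK-293-derived GP2 cells expressing PTHR1 and a GloSensor cAMP reporter, 3,000/well, plated overnight, given luciferin plus IBMX (each 0.5 mM as added) for 1 h at 37 °C, then compound for 1 h at 37 °C. Luminescence was read after 15 min at room temperature.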
EPAC2 antagonist: qHTS for Antagonist of cAMP-regulated guanine nucleotide exchange factor 2 (EPAC2): primary screen. Rap guanine nucleotide exchange factor 4 (Homo sapiens), Q8WZA2. EPAC2 GEF exchange of Rap1B-BODIPY-GDP, fluorescence. Potency, µM (top dose mostly 114 µM), for the others: at the top dose activity, negative = inhibition, hits mostly inhibitors. hit rate 0.18% among 360,000. AID 720708, 2013; note: % is set by controls: 0 for no effect and ±100 for the full control effect; nearly all actives have a fitted effect of over 45% in size; many of its hits are not listed in these tables
An asterisk follows results filed as active; i = inactive; ? = inconclusive; · = not tested or not shown; [ ] = remark or other dose. Calls come from the whole dose curve; as a rule, active = well fitted curve in the direction sought with a large enough effect; inconclusive = small, poorly fitted or top-dose-only effect, or another doubt; inactive = no such curve, though single readings can be large; an effect the other way counts as inactive or inconclusive. Potency is the fitted concentration of half-maximal effect. The list is partial, so the mix of outcomes need not match the whole.

Labels used below – A = EPAC2 agonist; B = TDP-43 yeast inh; C = FUS yeast rescue; D = EPAC1 antagonist; E = EPAC1 agonist; F = aSyn yeast inh; G = PTHR1 ag; H = EPAC2 antagonist
c1ccc(SC23CCCCN(CCC2)C32OCCO2)cc1 (stereo not drawn)
  A = 4%	B = ?	C = 11%	D = 4%	E = 0%	F = 1%	G = -12%	H = -1%

CCCC(c1c(C)n(C)n(-c2ccccc2)c1=O)c1c(C)n(C)n(-c2ccccc2)c1=O
  A = 8%	B = 4%	C = -8%	D = 1%	E = 2%	F = -4%	G = i	H = 4%

C=C(C)C(=O)Nc1cccc(C2=NOC3(C2)C[C@@H](C(N)=O)N(C(=O)c2cc([N+](=O)[O-])cc([N+](=O)[O-])c2C)C3)c1 (stereo partly drawn)
  A = 1%	B = -1%	C = ?	D = -17%	E = -5%	F = 4%	G = -2%	H = 6%

O=S(=O)(c1ccc(F)cc1)N1CCC(N2CCCCCC2)CC1
  A = 16%	B = -28%	C = 22%	D = -17%	E = 4%	F = -4%	G = -14%	H = -1%

O=C(c1ccco1)N1CCCC(c2nc3c(nnn3Cc3c(Cl)cccc3Cl)c(=O)[nH]2)C1 (stereo not drawn)
  A = -3%	B = -11%	C = 3%	D = -11%	E = 1%	F = 4%	G = -9%	H = -6%

Cc1ccc(-n2nc3ccc(N)cc3n2)cc1C
  A = 4%	B = 9%	C = 4%	D = -21%	E = -5%	F = -19%	G = -33%[inhibitor]	H = -8%

O=C(CCc1c[nH]c2ccccc12)N1CCN(c2ccc(F)cc2)CC1
  A = 7%	B = ?	C = 2%	D = -29%	E = -1%	F = 11%	G = i	H = -15%

CCCN(Cc1cc2cc(C)ccc2[nH]c1=O)S(C)(=O)=O
  A = -7%	B = 11%	C = 13%	D = 6%	E = -5%	F = 1%	G = -2%	H = 5%

Cc1ccc(S(=O)(=O)c2nc(S(C)(=O)=O)sc2N2CCC(C)CC2)cc1
  A = -11%	B = 19%	C = -27%	D = -23%	E = 13%	F = -1%	G = -11%	H = -6%

CC(OC(=O)Cc1ccc(Cl)cc1)C(=O)NC1CCCCC1C (stereo not drawn)
  A = -9%	B = ?	C = 12%	D = -24%	E = -9%	F = -3%	G = i	H = 7%

CCOCCCNC(=O)c1c[nH]c2cc(OC)ccc2c1=O
  A = 3%	B = -24%[9.22 µM]	C = 14%	D = -18%	E = -5%	F = -4%	G = -10%	H = 16%

COc1cc(C)c(C(=O)Oc2cc(C)c(C(=O)O)c(O)c2C)c(OC)c1C
  A = 3%	B = 1%	C = 11%	D = -23%	E = -17%	F = -31%[inhibitor]	G = -82%[inhibitor]	H = ?

Cc1onc(-c2ccccc2)c1C(=O)NNC(=O)c1ccccc1O
  A = 5%	B = -11%	C = 21%	D = 10%	E = 1%	F = -6%	G = i	H = 13%

CCN(CC)S(=O)(=O)c1cc(NC(=O)c2ccc(-n3cncn3)c([N+](=O)[O-])c2)ccc1C
  A = -5%	B = 7%	C = ·	D = -2%	E = 16%	F = 1%	G = -51%[inhibitor]	H = -12%

O=C(CC1c2ccccc2Oc2ccccc21)Nc1ccccc1C(F)(F)F
  A = -5%	B = -10%	C = ·	D = 12%	E = -5%	F = 7%	G = -3%	H = 18%

COc1cc(C)ccc1Oc1ccc([N+](=O)[O-])cc1
  A = 5%	B = -27%	C = ·	D = -14%	E = 11%	F = 12%	G = -94%[inhibitor]	H = -4%

COc1ccccc1-n1c(SCC(=O)NCc2ccc3c(c2)OCO3)nc2cc([N+](=O)[O-])ccc21
  A = 7%	B = 20%	C = 36%	D = -11%	E = -6%	F = 7%	G = -3%	H = 6%

COc1ccc([N+](=O)[O-])cc1NC(=O)CCN1CCN(C)CC1
  A = 2%	B = -6%	C = -6%	D = 2%	E = 2%	F = 1%	G = i	H = 5%

Cc1c[n+](C)ccc1CC1C([N+](=O)[O-])=C[N-]c2ncnn21 (stereo not drawn)
  A = 3%	B = 2%	C = -18%	D = -10%	E = -1%	F = -3%	G = -21%	H = 0%

COc1cccc(C(O)c2nc3ccccc3n2C(C)C)c1 (stereo not drawn)
  A = 6%	B = -16%	C = 15%	D = -10%	E = 6%	F = 0%	G = 13%[57.5 µM]	H = -7%

CCN1CCN(C(=O)CCNC(=O)Cn2cnc3ccccc3c2=O)CC1
  A = 16%	B = -13%	C = 8%	D = -5%	E = 0%	F = -1%	G = 3%	H = 15%

CCOc1ccc(C2C(C(=O)Nc3cc(C)on3)c3ccccc3C(=O)N2CCN2CCOCC2)cc1 (stereo not drawn)
  A = 0%	B = -16%	C = 5%	D = 3%	E = 6%	F = -1%	G = -8%	H = 4%

Cc1cc[n+]2n1CC(O)C2 (stereo not drawn)
  A = -2%	B = 12%	C = -14%	D = -1%	E = 5%	F = -2%	G = i	H = 4%

COc1ccc(NS(=O)(=O)c2ccc3c(c2)NC(=O)CCS3)c(OC)c1
  A = ·	B = 17%	C = -7%	D = ·	E = ·	F = 1%	G = i	H = ·

C=CCOc1cccc(C2C(C(=O)c3ccco3)=C(O)C(=O)N2Cc2ccncc2)c1 (stereo not drawn)
  A = -3%	B = -2%	C = 0%	D = 1%	E = 2%	F = -1%	G = i	H = 11%

Cc1c(C)c2ccc(OCC(=O)N[C@@H](Cc3c[nH]c4ccccc34)C(=O)O)cc2oc1=O
  A = 0%	B = 16%	C = 8%	D = -2%	E = -19%	F = -2%	G = -25%	H = -8%

O=c1oc(-c2ccccc2)nc2sc3c(c12)CCC3
  A = 6%	B = 6%	C = -3%	D = -8%	E = -5%	F = 1%	G = -10%	H = -11%

O=C(CC(=O)c1ccccc1)Nc1cc([N+](=O)[O-])ccc1Cl
  A = 2%	B = 17%	C = 14%	D = -8%	E = 0%	F = -5%	G = -34%[inhibitor]	H = 11%

Nc1c(C(=O)NCc2ccccc2)nnn1Cc1cccc(Cl)c1
  A = 0%	B = 15%	C = -17%	D = -2%	E = -6%	F = 1%	G = -37%[inhibitor]	H = 2%

CCc1ccc(C(=O)NNC(=O)OC)cc1
  A = 0%	B = 21%	C = -12%	D = -3%	E = 5%	F = 3%	G = i	H = 12%

Cc1ccc(NC(=O)CC2=NC(=O)C(CC(=O)Nc3ccccc3F)S2)cc1 (stereo not drawn)
  A = -1%	B = 17%	C = 10%	D = -6%	E = -15%	F = 4%	G = -65%[inhibitor]	H = 6%

Cn1cccc1C(=O)NC(=O)COC(=O)c1cc([N+](=O)[O-])ccc1Cl
  A = 7%	B = 19%	C = -5%	D = 14%	E = 8%	F = 3%	G = -8%	H = -1%

Cc1cc(C(=O)CSc2nnnn2C)c(C)n1C1CC1
  A = 0%	B = 5%	C = -23%	D = -1%	E = 11%	F = 6%	G = -4%	H = 10%

COc1ccc(CC(=O)N(Cc2ccccc2)c2ccc(C)cc2)cc1S(=O)(=O)N1CCOCC1
  A = 9%	B = 17%	C = ?	D = -17%	E = 25%	F = 3%	G = -8%	H = -14%

COc1ccc(-c2csc(NC(=S)NC(=O)/C=C/c3ccc(C(C)C)cc3)n2)cc1OC
  A = -1%	B = 5%	C = 0%	D = 0%	E = 13%	F = -12%	G = i	H = 2%

CC(C)CCn1c(SCC(=O)NC2CC2)nc2cc(Cl)ccc2c1=O
  A = 6%	B = 24%	C = -9%	D = -7%	E = 3%	F = 0%	G = i	H = 0%

O=C(NC1CCCC1)c1ccc(Cl)c(S(=O)(=O)N2CCOCC2)c1
  A = 3%	B = -8%	C = 17%	D = 5%	E = 5%	F = -1%	G = i	H = 4%

COc1ccc(OC)c(N(CC(=O)NC2CC2)S(=O)(=O)c2ccc(C)cc2)c1
  A = 7%	B = 26%	C = 13%	D = -5%	E = 0%	F = 2%	G = -22%[57.5 µM]	H = 9%

O=C(CSc1n[nH]c(=O)n1Cc1ccco1)c1ccc2c(c1)OCCO2
  A = 12%	B = -20%	C = -14%	D = -28%	E = 4%	F = -6%	G = -5%	H = 3%

Cc1ccc(C(=O)N/N=C2\CCCc3ccccc32)c(C)c1
  A = 2%	B = 11%	C = -18%	D = -5%	E = 13%	F = 1%	G = i	H = 4%

CCN(C(=O)c1cc(S(=O)(=O)N2CCc3ccccc32)cn1C)c1ccccc1
  A = 9%	B = 13%	C = ?	D = -2%	E = -1%	F = ?	G = -11%	H = -25%

CC(C)N(C)CCOC(=O)/C=C/c1ccccc1
  A = 5%	B = 5%	C = ·	D = -13%	E = -8%	F = -14%	G = -12%	H = -4%

Cc1ccc(NC(=O)CN2C(=O)CNC2=O)cc1
  A = 14%	B = -11%	C = -32%	D = 21%	E = 11%	F = -5%	G = 3%	H = 2%

O=C(Nc1cccc(Cl)c1)OCc1cnc(Cl)s1
  A = -9%	B = ?	C = -5%	D = -4%	E = 6%	F = -5%	G = i	H = -9%

O=C(Nc1nccs1)c1cccc(N2C(=O)c3cccc4c([N+](=O)[O-])ccc(c34)C2=O)c1
  A = 3%	B = 2%	C = 24%	D = ?	E = -4%	F = -8%	G = -15%[57.5 µM]	H = -11%

CC1(C)Cc2cccc(OCC(=O)N3CCN(c4ccccc4Cl)CC3)c2O1
  A = 5%	B = ?	C = 25%	D = -8%	E = 11%	F = 6%	G = -40%[inhibitor]	H = -10%

CC1(C(=O)OCC(=O)NC(=O)NCc2ccccc2)CC1(Cl)Cl (stereo not drawn)
  A = 7%	B = -10%[0.397 µM]	C = 11%	D = -9%	E = 1%	F = 10%	G = i	H = 2%

Rewritten with two lines to a compound: 4 of the compounds above.
Fields: EPAC2 agonist | TDP-43 yeast inh | FUS yeast rescue | EPAC1 antagonist | EPAC1 agonist | aSyn yeast inh | PTHR1 ag | EPAC2 antagonist
COc1ccc(OC)c(N(CC(=O)NC2CC2)S(=O)(=O)c2ccc(C)cc2)c1
    7% | 26% | 13% | -5% | 0% | 2% | -22%[57.5 µM] | 9%
O=C(CSc1n[nH]c(=O)n1Cc1ccco1)c1ccc2c(c1)OCCO2
    12% | -20% | -14% | -28% | 4% | -6% | -5% | 3%
Cc1ccc(C(=O)N/N=C2\CCCc3ccccc32)c(C)c1
    2% | 11% | -18% | -5% | 13% | 1% | i | 4%
CCN(C(=O)c1cc(S(=O)(=O)N2CCc3ccccc32)cn1C)c1ccccc1
    9% | 13% | ? | -2% | -1% | ? | -11% | -25%
